Assay outcomes as filed in PubChem.
NS3 helicase inh – blocks Hepatitis C virus NS3 helicase unwinding | NS3 helicase DNA unwinding, Cy5 molecular beacon fluorescence | inhibition, % at 10.9 µM | 290,000 tested, 0.56% active | AID 1800;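 active means inhibition above the mean of all tested compounds plus 3 SD, set per campaign, cut at about 35% in these data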;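 further: 0% = DMSO wells and 100% = thioflavine S control wells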
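System: HCV NS3 helicase fragment; control set: DMSO and thioflavine S; technique: Cy5 fluorescence at 0 and 60 min, beacon hairpin quenching; reagent: beacon DNA duplex substrate plus ATP; replicates: singlicate; schedule: 1 h reaction at 25 °C, ATP-initiated; medium: MOPS buffer pH 6.5 with MgCl2, DTT, Tween20, BSA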
MEKK2 mut-MEK5 – signal of MEK5 binding to mutant human MEKK2 PB1 domain; 290,000 tested, 0.35% active; AID 1530; bead flow cytometry, Alexa488-MEK5 binding to MEKK2 mutant; percent response, % at 10 µM; in the data active means percent response above about 24%, passing the limit was not always enough; further: inactives centre near 1; some results filed as inactive read as strong as hits
FID counter – counter-screen for HCV NS3 helicase inhibitors: DNA intercalator displacement; DNA fluorescent intercalator displacement, fluorescence; 290,000 tested, 0.17% active; inhibition, % at 7.9 µM; in the data active means inhibition above about 37%;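 further: 0% = vehicle and 100% = reference compound; higher means more ethidium bromide displaced from hairpin DNA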
MEKK2wt PB1 HTS – raises or lowers MEK5 binding to wildtype human MEKK2 PB1 domain | bead flow cytometry, Alexa488-MEK5 binding to MEKK2 WT; actives lie on both sides | 290,000 tested, 1.1% active | binding response (% of control), % at 10 µM; in the data active means binding response below about 67% or above about 130%
UBC9 SUMO inh – inhibitors of human SUMOylation (UBC9); P63279; HTRF SUMOylation assay, SAE1/SAE2 + UBC9, in vitro; inhibition, % at 35 µM; 290,000 tested, 0.36% active; AID 2006; in the data active means inhibition above about 50%, passing the limit was not always enough; further: strong numbers were not always called active
Target sequence (P63279 whole entry, looked up): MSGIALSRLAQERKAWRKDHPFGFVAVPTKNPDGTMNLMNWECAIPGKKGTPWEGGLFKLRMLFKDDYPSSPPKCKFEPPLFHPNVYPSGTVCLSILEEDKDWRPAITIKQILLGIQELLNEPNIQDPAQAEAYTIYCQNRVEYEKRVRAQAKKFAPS
NALP1 yeast inh – inhibitors of NALP1 inflammasome in yeast | S. cerevisiae NALP1/ASC/caspase-1 growth, X-gal OD620, 72 h | inhibition, % at 10 µM | 280,000 tested, 0.61% active | AID 2071; in the data active means inhibition mostly above about 24%, no sharp cut-off; inactive means mostly below about 32%; further: some compounds called inactive have numbers as strong as hits
IMP-1 inhibitor – inhibitors of Pseudomonas aeruginosa IMP-1 metallo-beta-lactamase; purified IMP-1, nitrocefin hydrolysis, epi-absorbance fluorescence; inhibition, % at 5.6 µM; 290,000 tested, 0.45% active;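 active means inhibition above the mean plus 3 SD of all compounds in the same screening run, cut at about 4.5% in these data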;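 further: 0% = IMP-1 with DMSO and 100% = DMSO wells lacking enzyme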
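System – purified recombinant IMP-1 beta-lactamase · Input – IMP-1 dispensed at 0.2 nM · Timing – 15 min preincubation plus 25 min reaction at 25 °C · Signal – Epi-absorbance fluorescence, 480 nm excitation, 530 nm emission · Measure – percent IMP-1 inhibition derived from blank-referenced optical density · Controls – Enzyme-plus-DMSO low control, enzyme-free DMSO high control · Replication – singlicate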
M18AAP inhibitor – PfM18AAP enzyme inhibition; recombinant PfM18AAP, H-Glu-NHMec fluorogenic cleavage; inhibition, % at 7.35 µM; 290,000 tested, 1.2% active; AID 1822;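 active means inhibition above the campaign mean inhibition over all tested compounds plus 3 SD, cut at about 28% in these data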;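 further: 0% = plate median of test compound wells and 100% = 2 mM ZnCl2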
VIM-2 inhibitor – blocks Pseudomonas aeruginosa VIM-2 metallo-beta-lactamase. purified VIM-2, nitrocefin hydrolysis, epi-absorbance fluorescence. inhibition, % at 5.6 µM. 290,000 tested, 0.89% active. AID 1527;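 active means inhibition above the mean of all tested compounds plus 3 SD, cutoff set per screening run, cut at about 7.5% in these data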;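 further: red hydrolysis product quenches plate fluorescence so inhibitors raise well fluorescence; 0% = enzyme with DMSO and 100% = DMSO without enzyme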
* hit, by the source's call; · = no result given. No enrichment for hits. About 4.7% of those tested had a hit in this group.

Values in the order – NS3 helicase inh | MEKK2 mut-MEK5 | FID counter | MEKK2wt PB1 HTS | UBC9 SUMO inh | NALP1 yeast inh | IMP-1 inhibitor | M18AAP inhibitor | VIM-2 inhibitor
O=C(CN(C1CCCCC1)S(=O)(=O)c1ccc(F)cc1)NCCCO
 : 0 | 4 | -6 | 100 | -23 | 15 | 1.4 | -1 | -0.3
COC(=O)[C@H](Cc1c[nH]c2ccccc12)NC(=O)NCc1ccc(OC)c(OC)c1
 : 6 | 0 | -14 | 103 | 2 | 22 | -1.2 | 0 | -1.1
COC(=O)c1sc(NC(=O)CSc2n[nH]c(N)n2)c(C(=O)OC)c1C
 : -6 | -4 | -6 | 96 | 20 | 11 | -3.4 | 0 | 10*
O=C(c1coc2ccc(O)cc12)C1CC1
 : 6 | -2 | -3 | 97 | -2 | 7 | -3.2 | 8 | -1.0
Cc1ccc(-c2noc(=O)n2CC(=O)Nc2ccc(S(=O)(=O)NC3CC3)cc2)cc1
 : -4 | -4 | -6 | 93 | 17 | 4 | -2.5 | 5 | -1.4
Cc1ccccc1-c1nnc(Cc2ccccc2)o1
 : -3 | -2 | -7 | 99 | -35 | 33 | -2.1 | 0 | -0.5
Cc1ccc(NC(=O)c2c(C(F)(F)F)nn(C)c2Cl)cc1C
 : 3 | 6 | -4 | 106 | 8 | -11 | -0.7 | -5 | -1.4
Cc1cccc(-n2c(C)cc(C)c(C#N)c2=O)c1
 : 8 | 5 | -3 | 97 | 9 | 13 | -2.5 | -6 | -1.5
CSc1ncc2c(=O)[nH]c(-c3ccccc3)nc2n1
 : -2 | 4 | -3 | 104 | 2 | 6 | -3.9 | 3 | -1.8
CCC(=O)c1ccc(N2CCN(C(=O)c3ccc(F)cc3)CC2)c(F)c1
 : 7 | -1 | -27 | 101 | 4 | -6 | -3.4 | -2 | -0.2
COc1cc(NC(=O)COn2nnc3ccc(S(C)(=O)=O)cc32)cc(OC)c1
 : 3 | 2 | -1 | 96 | -4 | 0 | -3.2 | 3 | -0.7
CCOc1ccc(C2NC(=O)NC(C)=C2C(=O)OC)cc1C (centres undefined)
 : 6 | 0 | -19 | 95 | 7 | -1 | -6.3 | -14 | -2.2
O=C(NCN1CCc2ccccc2C1)c1cnccn1
 : 4 | -1 | -2 | 97 | 27 | 14 | -3.7 | 1 | -3.0
O=C(c1cc(-c2ccc(O)cc2)on1)N1CCCc2ccccc21
 : -2 | · | -9 | · | -13 | 21 | -1.2 | 0 | -1.8
Nc1nc(N2CCOCC2)n[nH]1
 : -5 | -2 | -3 | 87 | 5 | -19 | -4.2 | -1 | -2.7
CCc1ccc(NC(=O)c2ccc3ncsc3c2)cc1
 : -2 | · | -8 | · | 5 | 6 | -2.0 | 5 | -3.9
COC(=O)c1cc(OC)c(OC)cc1NC(=S)N1CCN(C/C=C/c2ccccc2)CC1
 : -39 | 0 | -19 | 105 | -12 | 19 | -3.9 | 2 | 1.1
COC(=O)CSCC(=O)Nc1nnc(-c2cccc(C)c2)s1
 : -4 | -5 | -19 | 98 | -14 | 14 | -4.2 | 4 | -3.1
COc1ccc(/C=C/C(=O)N2CCN(c3ccccn3)CC2)cc1
 : -1 | -2 | -39 | 102 | 2 | 20 | 1.1 | -6 | -0.1
CCCc1nc(-c2cc3ccc(C)cc3[nH]c2=O)no1
 : -6 | 3 | -14 | 101 | -13 | 8 | -2.2 | 3 | -1.0
C/C(=N\O)C1CCCCC1
 : 5 | 3 | -2 | 103 | 11 | -6 | -2.5 | 5 | -3.3
Cc1cccc(N2C(=O)CC(Sc3nc(C)c4c(n3)CCCC4)C2=O)c1 (centres undefined)
 : -4 | 6 | -11 | 99 | 9 | 30 | -0.7 | 13 | -3.1
NNC(=O)c1ccc2[nH]c3c(c2c1)CCCC3
 : 7 | 2 | -6 | 104 | 2 | 6 | -2.4 | -16 | -1.0
Cc1ccc(CS(=O)Cc2ccc(C(=O)N3CCN(c4ccccc4)CC3)o2)cc1 (centres undefined)
 : -8 | 2 | -63 | 104 | -5 | 9 | -2.0 | 1 | -4.7
Cc1ccc(/C=N/n2c(C3CCCCC3)n[nH]c2=S)cc1
 : 2 | 5 | -38 | 97 | 2 | -3 | -4.2 | 17 | -3.9
CNc1nc2c(N)ncnc2n1[C@H]1O[C@@H](CO)[C@H](O)[C@@H]1O
 : 11 | 10 | -2 | 114 | -2 | 14 | -0.3 | 5 | -1.5
CC1=C(C#N)C(Nc2ccc(Cl)cn2)(C(F)(F)F)C(=O)N1 (centres undefined)
 : 2 | -5 | 2 | 97 | 16 | 12 | 1.8 | -18 | -0.3
Cc1ccc(S(=O)(=O)N(C)CC(=O)OCC(=O)N2CC(=O)Nc3ccccc32)cc1
 : 0 | -3 | -19 | 98 | 9 | 1 | 0.1 | -9 | 0.8
CC(NC1c2ccccc2-c2ccccc21)c1ccccc1 (centres undefined)
 : -27 | 3 | 8 | 104 | -11 | 2 | -4.1 | 9 | -3.6
CCN1C(=O)NC(c2ccc(Cl)cc2)C2=C1CCCC2=O (centres undefined)
 : -12 | 12 | -5 | 113 | 11 | -35 | 0.8 | 4 | -2.2

(next part)
Values in the order – NS3 helicase inh | MEKK2 mut-MEK5 | FID counter | MEKK2wt PB1 HTS | UBC9 SUMO inh | NALP1 yeast inh | IMP-1 inhibitor | M18AAP inhibitor | VIM-2 inhibitor
COc1ccc(OCC2c3cc(OC)c(OC)cc3CCN2C(=O)C(C)C)cc1 (centres undefined)
 : -8 | -4 | -15 | 95 | 11 | -8 | -2.8 | -2 | 0.1
CN(/N=C\c1ccc(O)c(O)c1)c1nc(-c2ccccc2)cc(-c2ccccc2)n1
 : 8 | 0 | -1 | 92 | 12 | 9 | -1.3 | 50* | -4.2
CC1CC(=O)N(CC(=O)NCc2ccccc2)c2ccccc2S1(=O)=O (centres undefined)
 : -3 | 1 | -7 | 102 | -5 | 8 | -1.7 | 2 | -1.4
CC(=O)OCCCN1C(=O)c2cccc3cc(Br)cc(c23)C1=O
 : 2 | 7 | -26 | 109 | -9 | 15 | 0.1 | -9 | 12*
Cc1cc(-c2ccccc2)nc(N2CCC(C(=O)NCc3ccccc3Cl)CC2)n1
 : 6 | 1 | 2 | 104 | 4 | -9 | -2.7 | -4 | -0.9
COc1ccc(CN2C(=O)c3cccnc3C2=O)cc1S(=O)(=O)NC1CCCCC1
 : 9 | 2 | -42 | 100 | 7 | -14 | -4.1 | 8 | -1.4
CCOC(=O)C1=C(CS(=O)(=O)c2ccccc2)NC(=O)NC1c1ccc(OC)c(OC)c1 (centres undefined)
 : -5 | -2 | -16 | 101 | -2 | -3 | -2.3 | 0 | 0.2
COc1ccc(CCNC(=O)CCC2COc3ccccc3O2)cc1OC (centres undefined)
 : -3 | 0 | -21 | 88 | -6 | 1 | -2.6 | -7 | -2.5
CCCCNC(=O)CCCCCn1c(=O)[nH]c2cc(C(=O)OC)ccc2c1=O
 : 1 | 3 | -20 | 100 | 19 | 4 | -4.3 | 1 | -1.1
COCCNc1nc(SCc2ccccc2)nc2sc3c(c12)CCC3
 : -2 | 0 | -10 | 106 | -16 | -4 | -1.8 | -4 | -5.2
Cc1cccc2c1OCC/C2=N\NC(=O)COc1ccccc1Cl
 : -2 | 6 | -1 | 112 | 23 | 12 | -1.8 | -6 | -4.5
Cc1c(C(=O)Nc2ccc(Br)cc2)cnn1C
 : 2 | 0 | -10 | 98 | -10 | 13 | -3.4 | -3 | -0.3
COc1ccccc1OC(=O)CN1C(=O)c2ccccc2C1=O
 : -5 | 10 | -6 | 103 | 2 | 34 | 3.4 | 3 | -2.5
CC(C)(C)C(=O)CSc1nnc(-c2cccs2)n1CC1CCCO1 (centres undefined)
 : -7 | -3 | -9 | 97 | 4 | 1 | -4.0 | -15 | 3.0
CNC(=S)N1CCN(CCNC2=CC(=O)CC(C)(C)C2)CC1
 : -1 | -3 | -5 | 95 | 12 | 10 | -1.5 | 2 | -1.0
CN(C(=O)CC(NC(=O)c1ccccc1Cl)c1ccccc1)c1ccccc1 (centres undefined)
 : -3 | 3 | -40 | 104 | 2 | -1 | -4.3 | -2 | -2.1
CCn1c(-c2csc3c2CCC(C)C3)n[nH]c1=S (centres undefined)
 : 0 | 1 | -16 | 102 | -3 | 25 | -3.6 | 8 | -1.6
CCC(C)C(=O)Nc1cc(C(=O)OC)cc(C(=O)OC)c1 (centres undefined)
 : 5 | -3 | -10 | 101 | -12 | -7 | -0.1 | 1 | -1.3
CC(C)CNC(=O)COC(=O)c1ccc2c(c1)C(=O)N(Cc1ccco1)C2=O
 : 2 | 0 | -19 | 101 | 6 | 4 | -4.3 | 6 | -1.3
CCc1ccc(NC(=O)CN2C(=O)CC(C)S(=O)(=O)c3ccccc32)cc1 (centres undefined)
 : -1 | 2 | -38 | 102 | 10 | 7 | -0.7 | -5 | 0.1
COc1ccc(NC(=O)COn2nnc3ccc(Cl)cc32)cc1OC
 : 1 | 4 | -15 | 100 | 14 | -14 | 1.4 | -1 | 1.5

In the list so far, these have an aryl methoxy group:
Values in the order – NS3 helicase inh | MEKK2 mut-MEK5 | FID counter | MEKK2wt PB1 HTS | UBC9 SUMO inh | NALP1 yeast inh | IMP-1 inhibitor | M18AAP inhibitor | VIM-2 inhibitor
COC(=O)[C@H](Cc1c[nH]c2ccccc12)NC(=O)NCc1ccc(OC)c(OC)c1
 : 6 | 0 | -14 | 103 | 2 | 22 | -1.2 | 0 | -1.1
COc1cc(NC(=O)COn2nnc3ccc(S(C)(=O)=O)cc32)cc(OC)c1
 : 3 | 2 | -1 | 96 | -4 | 0 | -3.2 | 3 | -0.7
COC(=O)c1cc(OC)c(OC)cc1NC(=S)N1CCN(C/C=C/c2ccccc2)CC1
 : -39 | 0 | -19 | 105 | -12 | 19 | -3.9 | 2 | 1.1
COc1ccc(/C=C/C(=O)N2CCN(c3ccccn3)CC2)cc1
 : -1 | -2 | -39 | 102 | 2 | 20 | 1.1 | -6 | -0.1
COc1ccc(OCC2c3cc(OC)c(OC)cc3CCN2C(=O)C(C)C)cc1 (centres undefined)
 : -8 | -4 | -15 | 95 | 11 | -8 | -2.8 | -2 | 0.1
COc1ccc(CN2C(=O)c3cccnc3C2=O)cc1S(=O)(=O)NC1CCCCC1
 : 9 | 2 | -42 | 100 | 7 | -14 | -4.1 | 8 | -1.4
CCOC(=O)C1=C(CS(=O)(=O)c2ccccc2)NC(=O)NC1c1ccc(OC)c(OC)c1 (centres undefined)
 : -5 | -2 | -16 | 101 | -2 | -3 | -2.3 | 0 | 0.2
COc1ccc(CCNC(=O)CCC2COc3ccccc3O2)cc1OC (centres undefined)
 : -3 | 0 | -21 | 88 | -6 | 1 | -2.6 | -7 | -2.5
COc1ccccc1OC(=O)CN1C(=O)c2ccccc2C1=O
 : -5 | 10 | -6 | 103 | 2 | 34 | 3.4 | 3 | -2.5
COc1ccc(NC(=O)COn2nnc3ccc(Cl)cc32)cc1OC
 : 1 | 4 | -15 | 100 | 14 | -14 | 1.4 | -1 | 1.5
